NSD2 HMT inh: NSD2 histone methyltransferase inhibitors, primary screen, biochemical, AlphaScreen, single concentration, set 2. inhibition, % at 12.5 µM. hit rate 0.54% among 310,000. NSD2 peptide methylation, 120 min; in the data active means inhibition above about 50%
Target sequence (O96028 whole entry, looked up): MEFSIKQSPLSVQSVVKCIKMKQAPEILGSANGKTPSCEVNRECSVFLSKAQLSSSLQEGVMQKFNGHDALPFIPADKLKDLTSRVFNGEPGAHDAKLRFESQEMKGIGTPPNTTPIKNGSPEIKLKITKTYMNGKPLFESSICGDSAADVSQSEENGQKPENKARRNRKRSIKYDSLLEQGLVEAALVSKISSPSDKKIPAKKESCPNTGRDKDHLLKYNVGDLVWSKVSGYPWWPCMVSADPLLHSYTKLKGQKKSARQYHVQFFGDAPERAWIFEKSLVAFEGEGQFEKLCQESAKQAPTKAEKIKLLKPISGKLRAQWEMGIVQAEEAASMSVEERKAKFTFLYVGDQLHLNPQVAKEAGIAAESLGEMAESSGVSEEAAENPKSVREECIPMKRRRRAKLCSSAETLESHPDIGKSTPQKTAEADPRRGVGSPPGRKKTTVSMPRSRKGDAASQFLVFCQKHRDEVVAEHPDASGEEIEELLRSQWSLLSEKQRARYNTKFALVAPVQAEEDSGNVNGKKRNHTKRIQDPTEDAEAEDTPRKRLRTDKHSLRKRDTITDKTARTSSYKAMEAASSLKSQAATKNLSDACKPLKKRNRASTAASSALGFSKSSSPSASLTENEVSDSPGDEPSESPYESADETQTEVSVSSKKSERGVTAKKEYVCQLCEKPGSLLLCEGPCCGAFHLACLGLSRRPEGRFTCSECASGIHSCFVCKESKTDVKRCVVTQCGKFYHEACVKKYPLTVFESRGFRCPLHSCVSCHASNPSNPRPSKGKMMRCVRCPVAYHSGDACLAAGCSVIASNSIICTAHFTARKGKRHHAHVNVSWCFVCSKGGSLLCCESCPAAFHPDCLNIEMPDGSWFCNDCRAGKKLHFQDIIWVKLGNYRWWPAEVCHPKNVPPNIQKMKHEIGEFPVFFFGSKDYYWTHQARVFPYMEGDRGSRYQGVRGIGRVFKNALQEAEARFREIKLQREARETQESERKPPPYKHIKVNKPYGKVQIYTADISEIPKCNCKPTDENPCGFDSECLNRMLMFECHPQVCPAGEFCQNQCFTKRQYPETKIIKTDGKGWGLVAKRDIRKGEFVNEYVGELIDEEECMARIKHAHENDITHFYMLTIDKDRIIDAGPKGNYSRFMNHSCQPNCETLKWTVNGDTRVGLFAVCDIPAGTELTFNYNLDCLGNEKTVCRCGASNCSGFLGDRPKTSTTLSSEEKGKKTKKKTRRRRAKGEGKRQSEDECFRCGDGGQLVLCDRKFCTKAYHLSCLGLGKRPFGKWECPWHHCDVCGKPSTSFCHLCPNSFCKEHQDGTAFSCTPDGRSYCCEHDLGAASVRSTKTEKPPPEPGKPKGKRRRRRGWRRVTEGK
* marks the source's active call; other numbers are inactive results. This is a subset; rates above refer to the full screens.

SMILES	NSD2 HMT inh
N#Cc1cccc(NC(=O)c2cc(C3CCCCN3C(=O)C3CC3)on2)c1 (stereo unspecified)	1.2
CCCCCCCCN1C(=O)[C@H](CC(=O)NCc2ccccc2)C[C@@]2(C(=O)OC)CC(C)(C)CC=C12	-0.3
CCOC(=O)c1csc(NC(=O)C2CCCN(S(=O)(=O)c3ccccc3[N+](=O)[O-])C2)n1 (stereo unspecified)	2.0
CCOC(=O)C1=C(Cc2ccc(C)cc2)C(=O)c2ccccc2C1=O	11.9
Cc1cc(F)ccc1-c1cc(C(=O)NCc2cc(C(F)(F)F)cc(C(F)(F)F)c2)[nH]n1	-3.1
CC(C)c1ccc(NC(=O)Nc2nc(C(N)COCc3ccccc3)cs2)cc1 (stereo unspecified)	1.8
OCCCNc1ncnc2c1ncn2[C@H]1CN(Cc2ccncc2)C[C@@H](CO)O1	0.1
c1ccc(-c2cc3nc(NCC4CC4)nc(NCC4CCCCC4)c3s2)cc1	-3.7
COCCNC(=O)C1(C)CCCN(C(=O)c2cc(F)cc(F)c2)C1 (stereo unspecified)	-1.0
O=C1CCC[C@H]2Cc3nc4cccc(Cl)c4cc3C[C@]23CCCN13	-0.1
CN1CCN(C(=O)C2Cc3c(-c4ccc5c(c4)OCO5)ccnc3O2)CC1 (stereo unspecified)	-5.4
O=C(NCc1cc(Cl)cc(Cl)c1)c1ccc2nc([C@@H]3O[C@H](CO)[C@H](O)[C@H](O)[C@H]3O)[nH]c2c1	-1.9
Cc1cc(C(=O)N2CCC2(C)C(=O)NCC(C)(C)C)nn1C (stereo unspecified)	-0.1
COc1ccc(NC(=O)c2cc(C3CCCCN3S(=O)(=O)c3ccc(F)cc3F)on2)c(C)c1 (stereo unspecified)	-1.3
OCC1OC(c2ccc(O)cc2O)C(O)C1O (stereo unspecified)	1.2
Cc1ccccc1-c1csc(C(O)c2cccnc2)n1 (stereo unspecified)	-0.5
COc1ccc(Cl)cc1-c1cc(C(=O)NC2CCCCC2)[nH]n1	-5.5
CCC(=O)N1CCCC1(C)C(=O)NCc1ccc(SC)cc1 (stereo unspecified)	3.4
CCNC(=O)C1(C)CCN(C(=O)c2cccc(OC(C)=O)c2C)C1 (stereo unspecified)	0.3
Cc1nc2ccc(S(=O)(=O)NCC(=O)NCc3ccccc3C)cc2s1	-4.6
CCC(CC)C(=O)N(C)c1c(C)nc2c(OCc3cccc(Cl)c3)cccn12	0.1
COc1ccc(-c2nnc(SCC(=O)NN=C(C)c3cccc4ccccc34)n2-c2ccc(C)cc2)cc1	-1.8
COC1=CC(=NCl)C=CC1=NCl	-10.0
O=c1c2ccc([N+](=O)[O-])cc2sn1-c1ccccc1	59.2*
O=C(CN1C(=O)C2(OCCCO2)c2ccccc21)NCc1ccc2ccccc2c1	1.4

Continued:
SMILES	NSD2 HMT inh
COc1cc(NC(=O)C2CCCN(S(=O)(=O)c3ccc(Br)s3)C2)cc(OC)c1 (stereo unspecified)	2.6
Clc1cccc(CNc2ccn3nc(-c4ccco4)cc3n2)c1	-2.0
O=CNc1cc(-c2ccsc2)cn2c(-c3ccccc3)cnc12	2.7
CCCNC(=O)c1cc(C2CCCN(S(=O)(=O)c3ccccc3)C2)on1 (stereo unspecified)	0.9
CC1(C(=O)NS(=O)(=O)c2cccc(Cl)c2)CCN1C(=O)CCc1ccc(Cl)cc1Cl (stereo unspecified)	-0.3
CC1(C(=O)NCc2cccc(Cl)c2)Cc2c(-c3ccccc3)ccnc2O1 (stereo unspecified)	0.5
CC(=O)Nc1ccc(CNc2nc3cc(-c4ccc(F)cc4)sc3c(=O)n2C)cc1	-0.2
COc1ccc(-c2cnc(C(O)c3ccccc3)[nH]2)cc1 (stereo unspecified)	3.9
COCCCNc1ccn2nc(-c3ccc(CC(C)C)cc3)cc2n1	-1.2
Cc1ccc(S(=O)(=O)NC(=O)C2(C)CCN2C(=O)Cc2ccc(C(C)(C)C)cc2)nc1 (stereo unspecified)	-1.7
CCCCCCCCN1C(=O)[C@@H](CC(=O)N2CCSCC2)C[C@@]2(C(=O)OC)C1=C[C@H](C1CCCC1)O[C@@H]2C	-2.1
COc1ccc2oc3cc(NCCN(C)C)ccc3c(=O)c2c1	-11.3
COc1ccc(-c2cc(C(=O)NN=Cc3ccc(-c4ccccc4)cc3)[nH]n2)cc1	0.0
CC(C)Oc1cccc(C(=O)Nc2nnc([C@H]3C[C@H](O)[C@@H](CO)O3)s2)c1	-5.5
CCCNC(=O)C1(C)CCCN(Cc2cccc(C(F)(F)F)c2)C1 (stereo unspecified)	-2.6
CC1(C(=O)NS(=O)(=O)c2ccc(F)cc2F)CCN1C(=O)CC1CC1 (stereo unspecified)	-7.9
COc1cccc(-c2cnc(C(O)c3ccc(C)c(F)c3)[nH]2)c1 (stereo unspecified)	3.7
COC(=O)c1ccc(S(=O)(=O)N2CCC(NC(=O)COc3ccc(F)cc3)CC2)cc1	-2.8
CCC(C)C(=O)Nc1cccc(SC)c1 (stereo unspecified)	-0.4
Cc1ccc(Sc2ccc(NC(=O)CCl)cc2)c(C)c1	-3.2
CC(C)[C@H](NC(=O)N1CCOCC1)C(=O)N1CCC[C@H]1C(=O)NCc1ccccc1	-1.9
NC(Cc1ccccc1)c1csc(Nc2cc(Oc3ccccc3)ncn2)n1 (stereo unspecified)	4.2
CCc1nc2ccc(C(=O)NCc3cccs3)cn2c1N(CC)CCOC	-0.8
NNC(=O)CCc1nc2ccccc2[nH]1	-3.2
Cn1c(NCc2ccccc2F)nc2cc(-c3ccsc3)sc2c1=O	-0.3

Ordered by value in NSD2 HMT inh (lowest first): some entries from above.
SMILES	NSD2 HMT inh
COc1ccc2oc3cc(NCCN(C)C)ccc3c(=O)c2c1	-11.3
CC1(C(=O)NS(=O)(=O)c2ccc(F)cc2F)CCN1C(=O)CC1CC1 (stereo unspecified)	-7.9
Cc1ccc(Sc2ccc(NC(=O)CCl)cc2)c(C)c1	-3.2
Clc1cccc(CNc2ccn3nc(-c4ccco4)cc3n2)c1	-2.0
NC(Cc1ccccc1)c1csc(Nc2cc(Oc3ccccc3)ncn2)n1 (stereo unspecified)	4.2

(next part)
SMILES	NSD2 HMT inh
OC[C@@H]1CN(Cc2ccc(-c3ccccc3)cc2)C[C@H](n2cnc3c(NCc4ccc(F)cc4)ncnc32)O1	1.6
CCc1nc2ccc(C(=O)Nc3cc(-c4ccccc4)ccc3OC)cn2c1N(CC)CC(=O)N(C)C	-2.4
COc1ccc(-c2ccc3c(n2)CCCN3S(=O)(=O)c2c(C)noc2C)cc1	-1.7
COc1ccccc1C=NN1CCCCCC1	0.9
COCCN1C(=O)CN(S(C)(=O)=O)CC1(C)C(=O)Nc1ccc2c(c1)OCCO2 (stereo unspecified)	-1.3
COc1cccc(C(=O)NCCN2C(=O)C3C4C=CC(C4)C3C2=O)c1 (stereo unspecified)	-3.5
Cn1c(=O)c2cc(NC(=O)NCc3ccccc3)ccc2n1Cc1cccc(C(F)(F)F)c1	-1.7
CCOC(=O)COn1c(=O)c(-c2ccc(OC)c(OC)c2)[n+]([O-])c2ccccc21	2.3
CCCCNC(=O)c1ccc2nc(CC)c(N(C)Cc3ccc(OC)cc3)n2c1	1.9
O=C(CSc1nnc(SCc2cccc3ccccc23)s1)Nc1ccc(S(=O)(=O)Nc2nccs2)cc1	0.0
CC1=C(C(=O)N2CCCCCC2)CC(CC(=O)NCCc2ccccn2)C(=O)N1CCCN1CCCC1=O (stereo unspecified)	-3.1
CNc1nc(NCc2ccc(C)cc2C)c2sccc2n1	3.8
CCCC(=O)N1CCCC1(C)C(=O)Nc1ccc2nc(C)ccc2c1 (stereo unspecified)	-1.9
COc1ccc(Cl)cc1-c1cc(C(=O)NCc2cccc(Cl)c2)[nH]n1	-6.1
CCOc1ccc(-c2cc(C(=O)NCc3ccc(F)cc3)[nH]n2)c(C)c1	1.9
COc1ccccc1CNC(=O)c1cc2c(=O)[nH]c3ccccc3c2n1C	1.1
O=C(Nc1c(-c2ccccc2)[nH][nH]c1=O)c1cnccn1	1.2
S=c1[nH]nc(-c2n[nH]c3c2CCC3)n1N=Cc1ccco1	6.1
COc1ccc(-c2nn(-c3ccccc3)cc2/C=N/Nc2ccccn2)cc1	1.1
CC(=O)C(Sc1ncnc2c1nnn2-c1ccc(F)cc1)C(=O)N(C)C (stereo unspecified)	-0.3
Cc1cccc(NC(=O)CSc2nnc(NC(=O)CN3CCCCC3)s2)c1	-0.3
COc1cc(-c2cc(NC=O)c3ncc(-c4ccccc4)n3c2)cc(OC)c1OC	1.4
COc1cccc(C(NC(C)=O)c2nc(-c3ccccc3C)cs2)c1 (stereo unspecified)	14.7
Cc1ccccc1CNC1CCC12CCC(c1ccccc1)CC2 (stereo unspecified)	-5.4
COC(=O)c1ccc(C=NNC(=O)c2cc(-c3ccc(C)c(C)c3)n[nH]2)cc1	-8.5

As entered above.
In NSD2 HMT inh, `COc1ccccc1C=NN1CCCCCC1` reads 0.9
In NSD2 HMT inh, `COC(=O)c1ccc(C=NNC(=O)c2cc(-c3ccc(C)c(C)c3)n[nH]2)cc1` reads -8.5
In NSD2 HMT inh, `Cc1ccccc1CNC1CCC12CCC(c1ccccc1)CC2` (stereo unspecified) reads -5.4
In NSD2 HMT inh, `COc1cccc(C(NC(C)=O)c2nc(-c3ccccc3C)cs2)c1` (stereo unspecified) reads 14.7
In NSD2 HMT inh, `CCc1nc2ccc(C(=O)Nc3cc(-c4ccccc4)ccc3OC)cn2c1N(CC)CC(=O)N(C)C` reads -2.4
In NSD2 HMT inh, `CCCCNC(=O)c1ccc2nc(CC)c(N(C)Cc3ccc(OC)cc3)n2c1` reads 1.9
In NSD2 HMT inh, `COc1ccccc1CNC(=O)c1cc2c(=O)[nH]c3ccccc3c2n1C` reads 1.1

Shown as a hit in NSD2 HMT inh, of those listed so far:
SMILES	NSD2 HMT inh
O=c1c2ccc([N+](=O)[O-])cc2sn1-c1ccccc1	59.2*

The list goes on:
SMILES	NSD2 HMT inh
COc1ccc(Cl)cc1-c1cc(C(=O)NCC2CCCCC2)[nH]n1	8.5
CCCC(=O)N1CCC1(C)C(=O)NCc1ccccc1SC (stereo unspecified)	0.6
CC1(C(=O)NS(=O)(=O)c2cccc(Cl)c2)CCN1C(=O)Cc1ccsc1 (stereo unspecified)	0.7
CCOC(=O)/C(=C\Nc1ccc(OCc2ccccc2)cc1)NC(=O)c1ccccc1	-2.0
CC(C)Cn1cc(-c2cccc3nccn23)cn1	1.4
COC(=O)Cc1ccc(OC2(C)CCN(Cc3ccccc3OC(F)F)C2)cc1 (stereo unspecified)	-0.1
CCCNC(=O)c1cc(C2CCCCN2S(=O)(=O)c2ccc(OC)cc2)on1 (stereo unspecified)	0.6
CC(C)(C)n1nc(C2CC2)c(Br)c1NC(=O)c1ccccc1F	2.7
CCC1CCCCN1Cc1cc(OC)c(O)c([N+](=O)[O-])c1 (stereo unspecified)	4.8
CN(C)C(=O)c1cccc(-c2cccc3nccn23)c1	0.3
CCOC(=O)[C@@H](CCc1ccccc1)N[C@@H](C)C(=O)N1CCC[C@H]1C(=O)O	-10.3
CCCC(C)(C)C(=O)N1CCC1(C)C(=O)Nc1cccc(OC)c1 (stereo unspecified)	-5.5
O=C(NCc1ccc[n+](CCCCS(=O)(=O)[O-])c1)c1ccc(OC(F)F)cc1	1.2
CCOc1ccc(/C=C2\SC(=O)N(c3ccc(O)cc3)C2=O)cc1OC	-0.5
COc1cc(CN2CCN(c3ccc(C)cc3)CC2)cc([N+](=O)[O-])c1O	8.6
CC(C)(C)c1ccc(CC(=O)N2CCC2(C)C(=O)NS(=O)(=O)Cc2ccccc2)cc1 (stereo unspecified)	3.0
O=C(NCc1ccc(C(=O)NCC2CCCO2)cc1)c1cccc(Br)c1 (stereo unspecified)	-2.9
CN(C)C(=S)N=Nc1[nH]c2ccccc2c1O	2.0
CC(C)c1cc(C(C)C)c(S(=O)(=O)N2CCC(C(=O)NCC3COCCO3)CC2)c(C(C)C)c1 (stereo unspecified)	-0.4
COc1cccc(C(C)(O)c2nc(-c3ccccc3OC)cs2)c1 (stereo unspecified)	-2.4
COc1ccc(CN(CCN2CCOCC2)C(=O)c2ccc(F)cc2F)cc1OC	-4.4
O=C(NCc1ccccc1)c1cccc2c(-c3cccnc3)coc12	-4.1
CN1C(=O)C2CC(O)C(SC3CC4C(=O)N(C)C(=O)C4CC3O)CC2C1=O (stereo unspecified)	-1.4
CC(=O)N1CCCN(S(=O)(=O)c2ccc3c(c2)oc(=O)n3C)CC1	-0.1
CCCCN(C(C)=O)c1c(CC)nc2ccc(C(=O)NCCCN(C)C)cn12	0.2

Fetched one by one from the entries so far, 3 records:
SMILES	NSD2 HMT inh
CC(=O)Nc1ccc(CNc2nc3cc(-c4ccc(F)cc4)sc3c(=O)n2C)cc1	-0.2
Clc1cccc(CNc2ccn3nc(-c4ccco4)cc3n2)c1	-2.0
CC(C)Cn1cc(-c2cccc3nccn23)cn1	1.4

More structures:
SMILES	NSD2 HMT inh
Cc1nn(-c2ccccc2)c2sc(C(=O)NCc3ccc(F)cc3)cc12	-2.1
S=c1[nH]nc(-c2n[nH]c3c2CCC3)n1N=Cc1c2ccccc2cc2ccccc12	1.4
COc1ccc(C(=O)N2CCC(C)(C(=O)NS(=O)(=O)C3CC3)C2)c(OC)c1 (stereo unspecified)	-4.3
OC(c1ccc(F)c(F)c1)c1nc(-c2ccc(F)c(Cl)c2)cs1 (stereo unspecified)	-1.7
COc1cc(C(O)c2nc(-c3ccc(N(C)C)cc3)cs2)ccc1F (stereo unspecified)	0.2
O=C1CCCC2=C1C1(CCCC1)N=C(Nc1nc3ccccc3o1)N2	0.3
Cc1ccccc1-c1cc2nc(NCCOc3ccccc3)n(C)c(=O)c2s1	0.7
COCCOC(=O)C1=C(C)NC(=O)NC1c1c(Cl)nc2c(C)cccn2c1=O (stereo unspecified)	-1.7
CCCNC(=O)C1(C)CCN(Cc2cc(C)n(C)n2)C1 (stereo unspecified)	3.0
O=C(NCCc1ccc(Cl)cc1)c1ccc2c(=O)[nH]c3c(C(=O)NCC4CCCO4)sc(=S)n3c2c1 (stereo unspecified)	9.2
CCCn1c(SCC(=O)N2CCc3ccccc32)nnc1-c1ccncc1	-1.6
CCCN1C(=O)c2[nH]nc(-c3ccccc3)c2C1c1ccccc1 (stereo unspecified)	1.2
O=C(NCc1ccc(F)cc1)c1cc(C2CCCCN2S(=O)(=O)c2ccc(F)cc2F)on1 (stereo unspecified)	-1.6
COc1ccc(OCCN2CCC(C(=O)NC(c3ccccc3)c3ccc4ccccc4n3)CC2)cc1 (stereo unspecified)	7.7
